From PubChem
HADH2 inhib – qHTS Assay for Inhibitors of HADH2 (Hydroxyacyl-Coenzyme A Dehydrogenase, Type II); Potency, µM (series often up to 57.1 µM), without a hit: top-dose activity change, negative = inhibition, most hits filed as inhibitors; 73,000 compounds, 3.4% hits; 3-hydroxyacyl-CoA dehydrogenase type-2 (Homo sapiens), Q99714; recombinant HADH2, NADH fluorescence, beta-hydroxybutyryl-CoA; also: potency is read from the fitted curve at half-maximal effect; % is scaled to controls: 0 for no effect and ±100 for the full control effect; nearly all actives have a fitted effect of over 60% in size; many of its hits are not listed in these tables
Target sequence (Q99714 whole entry, looked up, one chain of several): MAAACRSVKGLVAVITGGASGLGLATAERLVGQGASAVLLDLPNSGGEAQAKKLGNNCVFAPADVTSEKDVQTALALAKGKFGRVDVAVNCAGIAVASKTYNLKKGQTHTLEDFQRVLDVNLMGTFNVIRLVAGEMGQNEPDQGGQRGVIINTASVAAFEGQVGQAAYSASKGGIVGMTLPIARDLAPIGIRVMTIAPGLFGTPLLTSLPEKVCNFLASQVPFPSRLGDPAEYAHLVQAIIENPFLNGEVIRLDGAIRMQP
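Activity measured as NADH fluorescence gain (360/450 nm), taken as the change between first and last reads of a 4-min kinetic run. Conditions: pH 9.0 Tris buffer, 20 nM E. coli-expressed His-tagged enzyme, 1 mM NAD+, 90 uM beta-hydroxybutyryl-CoA; 15-min compound preincubation.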
Pol III holo inh – qHTS Assay for Inhibitors of DNA Polymerase III Holoenzyme System; reconstituted DNA polymerase III holoenzyme replication, biochemical; Potency, µM (top dose mostly 57.1 µM), for the others: top-dose activity change, negative = inhibition; 71,000 compounds, 0.25% hits; also: potency is read from the fitted curve at half-maximal effect; % is scaled to controls: 0 for no effect and ±100 for the full control effect
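Reconstituted *E. coli* holoenzyme (0.35 nM Pol III, 1 nM beta, 154 nM SSB, 2 nM primase) was preincubated with compound for 15 min at RT. Synthesis on 1.4 nM ssM13Gori ran 35 min, then was stopped with PicoGreen/EDTA and read as dsDNA fluorescence.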
CRE Fsk mod – Cell signaling CRE-BLA (Fsk stim); CHO CRE-bla reporter (cAMP response element driving beta-lactamase), forskolin EC10, beta-lactamase ratio; Potency, µM (top dose mostly 38.2 µM), for the others: at the top dose activity change, negative = inhibition, hits mostly activators; 71,000 compounds, 2.5% hits; AID 662, 2007; active = well fitted activation curve with a large enough effect in the signal ratio, with a control signal flat, not every such curve was filed as active; inconclusive = small, poorly fitted or top-dose-only effect, or effect the other way, or a change in a side signal; the % refers to the signal ratio; also: potency is read from the fitted curve at half-maximal effect; % of control where 0% means no effect
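AC50 values, positive or negative, reflect shifts in EC10 NKH 477-induced CRE-bla reporter activity in CHO cells. Incubation lasted 3 h at 37 °C before CCF4 substrate (2 h, room temperature) and ratiometric 460/530 nm reading.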
ALOX15 inhib – qHTS Assay for Inhibitors of 15-hLO (15-human lipoxygenase); purified 15hLO-1, xylenol orange hydroperoxide absorbance; Potency, µM (top dose mostly 57.1 µM), for inactives: at the highest dose activity change, negative = inhibition, actives largely listed as inhibitors; 74,000 compounds, 1.4% hits; AID 887, 2007; also: potency is read from the fitted curve at half-maximal effect; % is scaled to controls: 0 for no effect and ±100 for the full control effect; nearly all actives have a fitted effect of over 55% in size
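Purified human 15hLO-1 (40 nM) in 25 mM Hepes pH 7.5, 0.01% Triton X-100, preincubated 15 min RT with compound, then 50 uM arachidonic acid for 6 min. Hydroperoxide read by ferrous/xylenol orange, 30 min; 573/405 nm absorbance ratio gave progress.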
UbGFP stabilizer – Ubiquitin-GFP Assay | Ubiquitin-GFP reporter cells, proteasome inhibition, GFP fluorescence; response scale: untreated = 0%, 10 µM MG-132 = 100% | Potency, µM (top dose mostly 45.9 µM), without a hit: at the highest dose activation (GFP accumulation), hits mostly activators | 67,000 tested, under 10 active | AID 526, 2006; active = well fitted activation curve with a large enough effect, not every such curve was filed as active; inconclusive = small, poorly fitted or top-dose-only effect, or another doubt; inactive = no such curve, though single readings can be large or run the other way; also: potency is read from the fitted curve at half-maximal effect
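GFP accumulation read-out: laser plate cytometry counting ubiquitin(G76V)-GFP-expressing U2OS cells after 4 hr compound exposure at 37 °C. Titrations spanned 46 uM to 2.9 nM; 0% = basal, 100% = 10 uM MG-132; concentration-response curves fitted.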
Tau filament bind – qHTS Assay for Tau Filament Binding; recombinant tau filaments, thioflavin S fluorescence, 15 h; filaments grown with octadecylsulfate alongside compound; Microtubule-associated protein tau (Homo sapiens), P10636; Potency, µM (top dose mostly 57.1 µM), without a hit: at the highest dose activity change, negative = inhibition; AID 596, 2007; 71,000 compounds, 2% hits;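 also: potency is read from the fitted curve at half-maximal effect; % is scaled to controls: 0 for no effect and ±100 for the full control effect; actives lower thioflavin S fluorescence by blocking filaments or displacing dye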
Target sequence (P10636 whole entry, looked up): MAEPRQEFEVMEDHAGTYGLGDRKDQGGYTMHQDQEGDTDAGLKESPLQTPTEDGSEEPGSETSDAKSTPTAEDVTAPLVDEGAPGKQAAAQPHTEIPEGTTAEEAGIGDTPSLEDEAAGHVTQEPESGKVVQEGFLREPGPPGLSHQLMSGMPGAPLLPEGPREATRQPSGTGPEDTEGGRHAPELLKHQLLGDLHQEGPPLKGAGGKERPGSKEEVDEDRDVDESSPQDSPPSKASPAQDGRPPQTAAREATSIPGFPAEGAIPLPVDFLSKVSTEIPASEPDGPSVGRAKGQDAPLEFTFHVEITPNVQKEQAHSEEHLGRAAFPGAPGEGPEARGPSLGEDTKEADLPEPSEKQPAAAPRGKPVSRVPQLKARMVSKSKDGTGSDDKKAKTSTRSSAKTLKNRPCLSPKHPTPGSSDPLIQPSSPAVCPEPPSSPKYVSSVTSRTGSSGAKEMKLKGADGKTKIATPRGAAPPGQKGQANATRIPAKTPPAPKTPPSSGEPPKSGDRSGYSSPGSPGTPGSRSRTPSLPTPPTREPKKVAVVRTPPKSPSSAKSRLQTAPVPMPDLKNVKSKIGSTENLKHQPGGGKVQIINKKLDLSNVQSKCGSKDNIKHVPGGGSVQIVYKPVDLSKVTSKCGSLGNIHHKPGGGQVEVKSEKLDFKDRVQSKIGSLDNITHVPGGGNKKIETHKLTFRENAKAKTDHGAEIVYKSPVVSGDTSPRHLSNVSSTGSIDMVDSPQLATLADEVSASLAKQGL
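Read-out: ThS fluorescence, 450 nm excitation/510 nm emission; lower signal marks blocked filament formation or displaced dye. Tau at 1 uM with 30 uM ODS, 10 uM ThS, 5 mM DTT, 100 mM NaCl, 10 mM HEPES pH 7.4; 15 h, 37 C.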
ERK AVP block – qHTS Assay for Inhibitors of the ERK Signaling Pathway using a Homogeneous Screening Assay; HEK293-V1b, vasopressin-stimulated pERK AlphaScreen; 72,000 compounds, 0.99% hits; Potency, µM (doses to about 57.5 µM), inactives show at the highest dose activity, negative = inhibition, hits mostly inhibitors; also: potency is read from the fitted curve at half-maximal effect; % is scaled to controls: 0 for no effect and ±100 for the full control effect; nearly all actives have a fitted effect of over 55% in size
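qHTS, compounds titrated on V1b-expressing HEK293 cells. Preincubation 30 min at 37C, vasopressin 25 nM for 5 min, lysis 10 min, bead incubation 5 hr at room temperature.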
Hsp90 Hop PPI – qHTS Assay for Disrupters of an Hsp90 Co-Chaperone Interaction; AID 595, 2007; 71,000 compounds, 0.44% hits; AlphaScreen TPR2A-His6 binding biotin-Hsp90 C-terminal peptide; Potency, µM (titrated, usually from 57 µM), without a hit: top-dose activity change, negative = inhibition; active = well fitted curve in either direction with a large enough effect; inconclusive = small, poorly fitted or top-dose-only effect, or another doubt; also: potency is read from the fitted curve at half-maximal effect; % is scaled to controls: 0 for no effect and ±100 for the full control effect; many of its hits are not listed in these tables
GFP derepression – qHTS Assay for Epigenetic Modulators; mouse C127i GFP locus derepression, cytometry, 30 h; Potency, µM (highest dose often 46.1 µM), inactives show at the highest dose GFP derepression (activation); 68,000 compounds, 0.09% hits; also: % of control where 0% means no effect
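Locus derepression in mouse mammary C127i cells whose integrated CMV-GFP reporter is normally silent; GFP expression after 30 h compound treatment was quantified by counting fluorescent cells.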
Luciferase inh – qHTS Assay for Inhibitors of Firefly Luciferase; 72,000 compounds, 2.2% hits; AID 411, 2009; Luciferin 4-monooxygenase (Photinus pyralis), P08659; purified firefly luciferase, luminescence, 8 min; Potency, µM (series often up to 57.1 µM), without a hit: at the highest dose activity change, negative = inhibition, usual class: inhibitors; also: potency is read from the fitted curve at half-maximal effect; % is scaled to controls: 0 for no effect and ±100 for the full control effect; nearly all actives have a fitted effect of over 40% in size
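Compounds were tested as concentration series (qHTS) against purified P. pyralis luciferase with luciferin and 10 uM ATP in 50 mM imidazole pH 7.2, 50 mM KCl, 7 mM MgCl2, 0.01% Tween 20, 0.05% BSA. Luminescence was read after 8 min at ambient temperature.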
HBB splice mod – qHTS Assay for Modulators of Hemoglobin Beta Chain Splicing; Potency, µM (top dose mostly 46.1 µM), inactives show top-dose activation, actives largely listed as activators; HBB splicing reporter cell assay, activation; EGFP reporter with mutant IVS2-654 intron; response scale: normalised to 500 nM splice-correcting PNA; 65,000 compounds, 0.06% hits; also: potency is read from the fitted curve at half-maximal effect; 0% is about no effect
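Compounds were applied for 2 days to HeLa EGFP-654 cells, 500/well in Optimem with 2% FCS. The reporter's EGFP is disrupted by mis-splicing of beta-globin intron IVS2-654. Readout: summed well GFP fluorescence from 488 nm laser scanning; reference was 500 nM antisense […] 654 PNA.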
The depositor's hits bear a star; i = inactive; ? = inconclusive; . = no result given; [ ] = another dose, or the depositor's remark. Unless noted, calls follow the shape of the dose curve; as a rule, active = well fitted curve in the direction sought with a large enough effect; inconclusive = small, poorly fitted or top-dose-only effect, or another doubt; inactive = no such curve, though single readings can be large; an effect the other way counts as inactive or inconclusive. The list is partial, so the mix of outcomes need not match the whole.

mol,HADH2 inhib,Pol III holo inh,CRE Fsk mod,ALOX15 inhib,UbGFP stabilizer,Tau filament bind,ERK AVP block,Hsp90 Hop PPI,GFP derepression,Luciferase inh,HBB splice mod
N#CCCn1ncn(-c2ccccc2)c1=S,-3%,2%,14%,7%,.,-3%,-18%,-1%,0%,1%,2.6%[0.369 µM]
COc1ccccc1OCC(O)Cn1nc(C)cc1C (centres undefined),5%,-10%,?,-2%,-10%,-9%,12%,?,1%,-8%,4.8%
CCOC(=O)CN1CC23C=CC(O2)C(C(=O)NCc2ccc(F)cc2)C3C1=O (centres undefined),2%,2%,-11%,-3%,15%,-7%,-11%,-3%,3%,3%,-0.4%
CCOc1cc2[nH]c(=O)n(CCCCC(=O)N3CCCCCC3)c(=O)c2cc1OCC,-29%,2%,-8%,-1%,-4%,9%,8%,-5%,1%,5%,-2.0%
CCCCC(=O)Nc1cc(N(C)C)nc2ccccc12,?,-9%,11%,5%,-1%,-12%,16%,-1%,-3%,1%,.
CN(C)CCN1C(=O)C(=O)/C(=C(/O)c2ccc(F)cc2)C1c1ccccc1F (centres undefined),-10%,-8%,1%,3%,-9%,16%,12%,-1%,10%,0%,-0.4%
Cc1cc(C)c(C(=O)CSc2nnc(-c3ccccc3Br)o2)cc1C,12%,1%,-3%,4%,3%,i,8%,1%,1%,1%,0.5%
CC(c1ccco1)N(C(=O)C12CC3CC(CC(C3)C1)C2)c1ccccn1 (centres undefined),9%,1%,-4%,3%,3%,6%,-6%,-4%,-1%,-1%,-0.4%
CCOc1ccc2ccccc2c1C(=O)N1CCN(c2ccccc2)CC1,-3%,0%,-9%,-27%,4%,5%,-18%,-13%,3%,2%,8.6%
Cc1ccc(S(=O)(=O)N(Cc2ccccc2)Cc2ccco2)cc1,-15%,2%,-12%,-8%,?,-6%,4%,?,4%,0%,-0.9%
O=C(NCCN1CCN(c2ccccc2)CC1)C1CCN(S(=O)(=O)c2cccc3nonc23)CC1,-2%,5%,-5%,-2%,-8%,-14%,-13%,4%,1%,1%,2.8%
COCCCNC(=O)C1CCN(c2nc(C)cc(C)n2)CC1,1%,0%,0%,3%,2%,-5%,6%,-2%,1%,3%,0.0%[57.5 µM]
O=c1c(-c2ccc(F)c(F)c2)nc2cncnc2n1Cc1ccccc1Cl,-3%,-11%,?,1%,1%,7.9µM*,?,-12%,3%[9.22 µM],-3%[11.4 µM],-0.6%
CCNC(=O)C1CC(=O)N(Cc2ccc3c(c2)OCO3)C(=Nc2ccc(OCC)cc2)S1 (centres undefined),-2%,-4%,-8%,3%,6%,54%,5%,0%,3%,-1%,1.7%[0.369 µM]
Cc1cc(NCCCN2CCOCC2)n2c(nc3ccccc32)c1C#N,20µM*,0%,24%,-4%,1%,117%,-13%,2%,-1%,1%,3.0%
O=C(c1cccc(-c2nnc(-c3ccccc3)o2)c1)N1CCCCC1,1%,-4%,?,6%,-11%,4%,?,-3%,0%,-5%,2.1%
CC1=Nn2c(nnc2-c2ccccc2)SC1,?,-1%,-2%,-5%,.,1%,-24%,-2%,0%,0%,0.3%[0.369 µM]
CC(C)NC(=O)c1ccccc1NC(=O)c1ccccc1N(C)S(C)(=O)=O,5%,-1%,1%,3%,-7%,-7%,1%,-4%,3%,8%,0.6%
CCOC(=O)CNc1c(-c2ccc(O)cc2)nc2ccc(Cl)cn12,5%,-3%,?,-8%,-3%,-10%,?,-19%,-2%,?,6.0%
Cc1cc(C)c2c(n1)sc1c(O)cc(=O)[nH]c12,32µM*,-11%,15%,-3%,-3%,17%,-3%,-1%,0%,2%,.
C=C(C)OC(C)=O,-1%,-2%,0%,-4%,.,-4%,-1%,-12%,.,.,1.1%
CC(=O)OC(C(=O)c1ccccc1)c1ccccc1 (centres undefined),-8%,0%,-8%,-2%,.,8%,7%,3%,.,.,1.0%
CCOc1ccccc1-c1nc(C(N)=O)c2[nH]c(=O)n(-c3cccc(C)c3)c2n1,?,-2%,?,3%,1%,-10%,-29%,-8%,0%,1%,-0.5%
COc1cc(NS(=O)(=O)c2ccc(C)cc2)c2ncccc2c1,7%,-2%,?,30%,-8%,2%,-7%,-29%,2%,1%,0.5%
Cn1c(=O)c2c(ncn2CC(=O)OCC(=O)NC2CCCc3ccccc32)n(C)c1=O (centres undefined),4%,0%,?,13%,-12%,-8%,-17%,-12%,-1%,3%,2.7%
O=C(c1ccc2c3c(cccc13)CC2)N1CCN(c2ncccn2)CC1,-2%,-1%,-3%,-25%,-1%,6%,?,-3%,0%,1%,-0.4%
COc1ccccc1CC(=O)N1CCN(c2cccc(C(F)(F)F)c2)CC1,-11%[11.4 µM],-8%[11.4 µM],?,-13%[11.4 µM],1%[9.17 µM],8%[11.4 µM],-4%,2%[11 µM],-2%,2%,-2.6%[0.0738 µM]
O=C(CC(=O)c1cc(Cl)ccc1O)c1ccccc1,-8%,0%,?,?,8%,25µM*,?,-8%,9%,-5%,-1.5%[9.22 µM]
Cc1ccc(Cn2c(NCCc3ccccc3)nc3c2c(=O)n(C)c(=O)n3C)cc1,-5%,-7%,?,-11%,5%,-16%,-28%,-7%,5%,-5%,-1.2%
c1ccc2c(N3CCCCC3)nc(N3CCCC3)nc2c1,8%,-2%,?,2%,-1%,83%,-3%,-5%,8%,4%,1.8%
CC(Nc1cc(=O)n(C)c(=O)[nH]1)c1ccccc1 (centres undefined),-26%,-6%,?,-2%,5%,6%,-7%,-5%,0%,4%,-0.5%
Cc1ccc(C)c(NS(=O)(=O)c2c(C)ccc3nsnc23)c1,-1%,-2%,?,-10%,2%,13µM*,-8%,-7%,9%,1%,0.0%[57.5 µM]
CC(C)(C)NC(=O)CN(Cc1cccs1)C(=O)c1csnn1,-1%,-9%,6%,3%,3%,4%,0%,1%,-6%,-2%,.
CC(C)(C)N=C1SCC(C)(/C=N/O)S1 (centres undefined),-13%,0%,-6%,2%,1%,-11%,-10%,0%,0%,1%,11%[0.369 µM]
O=c1c(-c2ccc(F)cc2)nc2cnc(N3CCOCC3)nc2n1Cc1ccc(F)cc1,2%,8%,?,-3%,5%,-1%,-24%,-2%,0%[9.22 µM],1%[11.4 µM],1.5%
O=C(Nc1cccc2c1CCCC2)C1CCN(c2nnnn2-c2ccccc2)CC1,7%,-1%,-4%,-2%,5%,10%,-1%,0%,-1%,1%,0.0%[57.5 µM]
COc1ccc(N(CC(=O)N2CCN(C)CC2)S(=O)(=O)c2ccccc2)cc1OC,-4%,-4%,-1%,3%,-6%,8%,10%,-2%,0%,1%,-4.8%

Individual results from the entries so far.
`CC(C)(C)N=C1SCC(C)(/C=N/O)S1` (centres undefined) in Pol III holo inh has 0%
`CC(Nc1cc(=O)n(C)c(=O)[nH]1)c1ccccc1` (centres undefined) in GFP derepression has 0%
